From PubChem
LmPK inh: LmPK (Leishmania mexicana) enzyme inhibition; AID 1721; 290,000 compounds, 0.37% hits; Potency, µM (doses to about 57.5 µM), inactives show top-dose activity change, negative = inhibition, hits mostly inhibitors; purified LmPK, Kinase-Glo ATP luminescence, 1 h; Q27686
Target sequence (Q27686 whole entry, looked up): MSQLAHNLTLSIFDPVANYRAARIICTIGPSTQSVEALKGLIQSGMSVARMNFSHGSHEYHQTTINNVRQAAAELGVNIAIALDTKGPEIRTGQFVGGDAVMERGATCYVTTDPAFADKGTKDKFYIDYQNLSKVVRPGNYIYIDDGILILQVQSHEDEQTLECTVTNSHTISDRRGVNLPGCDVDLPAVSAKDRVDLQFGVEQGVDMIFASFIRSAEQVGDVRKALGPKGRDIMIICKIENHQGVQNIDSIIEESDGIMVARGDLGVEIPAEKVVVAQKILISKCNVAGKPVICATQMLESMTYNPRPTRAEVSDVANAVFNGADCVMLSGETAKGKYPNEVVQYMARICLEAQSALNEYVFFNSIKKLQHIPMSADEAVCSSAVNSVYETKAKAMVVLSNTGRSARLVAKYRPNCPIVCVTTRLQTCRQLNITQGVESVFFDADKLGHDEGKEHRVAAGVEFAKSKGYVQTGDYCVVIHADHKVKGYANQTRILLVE
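qHTS format; LmPK 0.1 nM; substrates PEP 0.5 mM and ADP 0.1 mM. One-hour room-temperature incubation, then coupled luciferase luminescence; 0.5 nM enzyme wells mark activation.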
Pf growth 48h: inhibits P. falciparum growth in the first generation, 48 h | 310,000 compounds, 5.9% hits | AID 504832 | P. falciparum luciferase growth in erythrocytes, 48 h | Potency, µM (top dose mostly 28.7 µM), for the others: top-dose activity change, negative = inhibition, actives largely listed as inhibitors
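Parasite viability was followed by luminescence of a genomically integrated firefly luciferase. Cultures held 0.1% parasitemia at 2% hematocrit (final), incubated under 5% CO2 at 37 C.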
Pf growth 96h: P. falciparum growth inhibition at 96 hours; Potency, µM (series often up to 28.7 µM), inactives show at the top dose activity change, negative = inhibition, hits mostly inhibitors; P. falciparum luciferase reporter growth, 96 h; 320,000 compounds, 6.9% hits; AID 504834
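Infected RBCs, 2% Hct / 0.05% parasitemia final; luciferase-reporter P. falciparum; cpd 96 h, 37 C, 5% CO2; luciferase detection reagent; luminescence.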
TbPYK inhibitor: inhibitors of Trypanosoma brucei pyruvate kinase; Q57TT1; TbPYK enzyme, Kinase-Glo Plus ATP luminescence, 45 min; Potency, µM (series often up to 76.8 µM), inactives show at the top dose activity, negative = inhibition, usual class: inhibitors; 410,000 compounds, 0.12% hits; AID 624173; also: nearly all actives have a fitted effect of over 50% in size
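T. brucei PYK with substrate was exposed to pin-transferred compounds across a concentration series, then started with 130 uM ADP (final). After 45 min at room temperature, Kinase-Glo Plus luminescence was read, normalized and curve-fitted.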
HCV inhibitor: blocks hepatitis C virus; Huh7.5.1 HCVcc-Cre infection, luciferase reporter, 44 h; Potency, µM (series often up to 41.8 µM), for inactives: at the highest dose activity change, negative = inhibition, actives largely listed as inhibitors; 340,000 compounds, 3.4% hits
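Compounds are dispensed onto cells plated 4 h earlier at 1,000 per well, with HCVcc-Cre virus (about 0.5 moi) added next. Following 44 h of culture, luminescent signal is measured for 15 sec after 15 min with substrate at room temperature.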
Sm TGR inh: inhibitors of Schistosoma mansoni thioredoxin glutathione reductase | Q962Y6 | purified TGR, DTNB reduction, TNB absorbance 405 nm | Potency, µM (titrated, usually from 114 µM), inactives show top-dose activity change, negative = inhibition, most hits filed as inhibitors | 360,000 compounds, 3% hits | AID 485364; also: nearly all actives have a fitted effect of over 60% in size
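TGR 20 nM + NADPH 100 uM (dispensed conc.), cpd preinc 15 min RT; start with NADPH (500 uM addition) then DTNB (15 mM addition). Kinetic TNB absorbance, 405 nm filter. Four-parameter Hill fit across titration.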
Active calls of the source: *; ? = inconclusive; . = not tested or not shown; & = joins results of further samples; [ ] = remark or other dose. Calls follow the shape of the dose curve; as a rule, active = well fitted curve in the direction sought with a large enough effect; inconclusive = small, poorly fitted or top-dose-only effect, or another doubt; inactive = no such curve, though single readings can be large; an effect the other way counts as inactive or inconclusive. % is scaled to controls: 0 for no effect and ±100 for the full control effect; potency is read from the fitted curve at half-maximal effect. Rows were taken by chance. Share with any hit: about 16%.

Below each SMILES – LmPK inh | Pf growth 48h | Pf growth 96h | TbPYK inhibitor | HCV inhibitor | Sm TGR inh
- C[C@]12CC[C@H](O)C[C@H]1CCC1C2CC[C@]2(C)[C@@H](c3ccc(=O)oc3)C[C@H]3O[C@]132 (some centres undefined)
    . | ? | ? | 0% | . | .
- COc1ccc(Cc2nc(-c3ccccn3)no2)cc1
    -6% | 93%[activator] | 195%[activator] | -2% | 9% | 7%
- CC1CC(C)CN(C(=O)CSc2nc3ccsc3c(=O)n2Cc2ccccn2)C1 (centres undefined)
    4% | 24% | 117%[activator] | -2% | 20% | -2%
- CCN(CC)S(=O)(=O)c1cc(C(=O)OCC(=O)Nc2c(F)cccc2F)ccc1F
    1% | 10% | 0% | -1% | 0% | -5%
- CC(C(=O)Nc1ccccc1Sc1ccccc1)N(c1ccccc1)S(C)(=O)=O (centres undefined)
    2% | ? | ? | -15% | ? | 10%
- c1ccc2c(NCCc3c[nH]c4ccccc34)c3ccccc3nc2c1
    3% | 0.59µM* | 3.3µM* | 3% | 14µM* | -7%
- Cc1nn(CCCC(=O)Nc2sc3c(c2C#N)CCC3)c(C)c1[N+](=O)[O-]
    -2% | 28% | ? | -13% | -23% | 1%
- Cc1[nH]c(=O)[nH]c(=O)c1S(=O)(=O)Nc1ccc(Oc2ccccc2)cc1
    -3% | 0% | -4% | -1% | 5% | -2%
- O=C(NC1CC1)c1c[nH]c2ccc(S(=O)(=O)Nc3cccc(C(F)(F)F)c3)cc2c1=O
    3% | ? | -19% | 9% | -25% | -1%
- COc1ccc(N2CCN(C(=O)c3cc(C)on3)CC2)cc1
    0% | 1% | ? | -1% | 12% | 8%
- CN(Cc1ccccc1)c1ccc(C(=O)O)cc1[N+](=O)[O-]
    3% | 0% | ? | 4% | -2% | -14%
- COc1ccccc1CN1CCN(C(c2ccccc2)c2ccccc2)CC1
    -10% | 13µM* | 8.3µM* | -9% | ? | -14%
- COc1ccccc1-c1nc2ccccc2c(=O)n1NC(=O)c1cccs1
    -3% | 7% | -7% | -6% | 27% | 8%
- O=C(CCn1c(=O)oc2ccccc21)NC1=NCCS1
    11% | 4% | ? | -5% | -8% | -3%
- O=C(CNC(=O)c1ccco1)N=Nc1c(O)n(CCc2ccccc2)c2ccccc12
    -1% | 7% | 6% | 4% | ? | 13%
- Cc1cccc(-n2nnc(C(=O)NCc3ccco3)c2N)c1
    0% | 36%[activator] | 14% | -15% | -13% | -29%
- CCc1cc2c(=O)nc3n(c2s1)Cc1ccccc1/C3=C(/O)c1ccc(F)cc1
    -3% | . | -42% | . | . | -19%
- O=S(=O)(/N=C(/Nc1ccccc1)c1ccccc1)c1cccs1
    0% | 0% | -3% | -3% | 1% | -22%
- CCN(CCCNC(=O)C1CCN(S(=O)(=O)c2cnc[nH]2)CC1)c1ccccc1
    3% | -4% | ? | 4% | 1% | -5%
- COc1cc(CO)ccc1OCC(=O)Nc1cccc2ccccc12
    -10% | 1% | ? | 3% | . | -10%
- CCOC(=O)c1c(NC(=O)c2ccc(N3C(=O)C4C5C=CC(C5)C4C3=O)cc2)sc2c1CCCC2 (centres undefined)
    8% | 4% | 0% | -3% | ? | -31%
- Cc1cc(C)n2nc(C(=O)OCC(=O)NNC(=O)c3ccccc3)nc2n1
    . | 11% | 43%[activator] | 0% | 0% | -3%
- O=C1NC(=O)N(Cc2cccs2)C(=O)/C1=C/c1ccc(N2CCOCC2)cc1
    0% | 10% | 33%[activator] | ? | 11% | ?
- O=c1c2ccccc2ncn1CCCCOc1ccccc1F
    -2% | 17% | ? | -4% | -2% | 1%
- COc1ccccc1C(=O)NC(=S)Nc1ccc(N2CCN(C(=O)c3ccco3)CC2)cc1
    0% | ? | 5% | -6% | 32µM* | -33%
- CCOC(=O)Cn1c(=O)oc2cc(S(=O)(=O)N(C)Cc3ccccc3)ccc21
    -1% | ? | 12% | -6% | 4% | 73%[activator]
- COc1ccc(NC2=NC3(CCCCC3)N=C(N)N2)cc1
    -7% | 0.93µM* | ? | -1% | 1% | 5%
- COc1ccc(-c2nnnn2C)cc1S(=O)(=O)NCCc1ccccc1
    0% | -15% | 93%[activator] | 9% | 3% | -9%
- NC(=O)CN(c1ccc([N+](=O)[O-])cc1)S(=O)(=O)c1ccccc1
    -3% | ? | -15% | -1% | 2% | -7%
- CNC(=O)OCCSCCS(=O)(=O)c1ccc(Cl)cc1
    -1% | 28% | 24% | 10% | 3% | 0%
- Cc1ccc(S(=O)(=O)c2ccc(Cl)cc2)cc1S(N)(=O)=O
    -9% | 1% | ? | 5% | 9% | 0%
- CC(C)c1ccc(Nc2nnc(SCC(=O)Nc3ncc(S(=O)(=O)c4ccc([N+](=O)[O-])cc4)s3)s2)cc1
    -3% | 35%[activator] | ? | -9% | -5% | 5%
- C=CCSc1nc(N)c(C(=O)Nc2ccccc2OC)cc1C(=O)Nc1ccccc1
    6% | -2% | . | 2% | -27% | -7%
- C=CCn1c(C2CC(=O)N(c3ccc(C)cc3)C2)nc2ccccc21 (centres undefined)
    0% | -26% | -27% | 2% | -10% | -14%
- Cc1cc2ncn(C(=O)c3c(-c4c(Cl)cccc4Cl)noc3C)c2cc1C
    4% | 12% | 3% | 1% | -5% | -1%
- COC(=O)c1ccccc1NC(=O)CN1CCC(n2nnc3cc(C(F)(F)F)ccc32)CC1
    1% | . | -18% | -5% | -19% | -19%
- COc1cc(S(=O)(=O)Nc2ccccc2C(=O)N2CCCC2)ccc1NC(C)=O
    . | -1% | -17% | 1% | 2% | -3%
- CCCN(CCC)CCNC(=O)C1CCCN(S(=O)(=O)c2ccc3c(c2)oc(=O)n3C)C1 (centres undefined)
    1% | ? | 0% | -2% | . | 0%
- OCCN(Cc1ccccc1)Cc1ccc(Cl)cc1
    0% | . | 29% | 12% | 21% | -8%
- CCOc1ccc(N=C2NC(=O)SC2CC(=O)OC)cc1 (centres undefined)
    -3% | 44%[activator] | -2% | 2% | -6% | 5%
- Cn1cc(S(=O)(=O)N2CCC(C(N)=O)CC2)c(=O)n(C)c1=O
    1% | 43%[activator] | 44%[activator] | -1% | 8% | 4%
- FC(F)(F)c1cccc(N/N=C/c2ccccc2)c1
    -6% | ? | ? | -8% | 2% | -1%
- N#CC1=C(N)Oc2cc(N)ccc2C1c1ccc(Cl)cc1 (centres undefined)
    3% | -20% | ? | -18% | -15% | 1%
- CCN1CCN(c2cc(C)c3cc(NC(=O)c4cncc(Br)c4)ccc3n2)CC1
    -3% | 0.1µM* | 1.9µM* | 1% | 5.6µM* | 4%
- COc1cc(/C=N/NC(=O)c2cccc([N+](=O)[O-])c2)ccc1OC(=O)c1ccco1
    -3% | -10% | 27% | -5% | 5% | 15%

Next section (2 carried over from the part before).
Below each SMILES – LmPK inh | Pf growth 48h | Pf growth 96h | TbPYK inhibitor | HCV inhibitor | Sm TGR inh
- CCN1CCN(c2cc(C)c3cc(NC(=O)c4cncc(Br)c4)ccc3n2)CC1
    -3% | 0.1µM* | 1.9µM* | 1% | 5.6µM* | 4%
- COc1cc(/C=N/NC(=O)c2cccc([N+](=O)[O-])c2)ccc1OC(=O)c1ccco1
    -3% | -10% | 27% | -5% | 5% | 15%
- CCC(C(=O)Nc1cccc(C(F)(F)F)c1)c1ccccc1 (centres undefined)
    0% | ? | ? | -14% | 1% | 17%
- Cc1ccc(S(=O)(=O)C2(C(=O)Nc3ccc(F)cc3)CC2)cc1
    2% | 12% | ? | -1% | 7% | -2%
- CCOC(=O)N1CCN(C(=O)c2ccc3c(c2)N=C(C)c2cc(Cl)ccc2S3)CC1
    1% | 9.3µM* | ? | 0% | ? | 2%
- COC(=O)c1ccc(CN2CCN(Cc3ccccc3)C(CCO)C2)cc1 (centres undefined)
    -8% | 7% | -1% | 4% | 19% | -20%
- CCCCC(=O)NC(c1ccco1)c1c(O)ccc2ccccc12 (centres undefined)
    0% | 12µM* | ? | 5% | -17% | 0%
- Cc1cc([N+](=O)[O-])nn1Cc1c(F)c(F)c(F)c(F)c1F
    1% | 9% | ? | 0% | 2% | -22%
- Cc1[nH]nc2c1C1(CCC3(CC1)OCCO3)C(C#N)=C(N)O2
    0% | -18% | . | -18% | 8% | -20%
- Cc1ccc2cc3cc(C(=O)NCCC(C)C)oc3nc2c1
    2% | 10µM* | ? | 1% | ? | ?
- O=C1c2ccccc2C(=O)C1c1ccccc1
    4% | 0% | 0% | 0% | 5% | ?
- O=C(CSc1ncc(-c2ccccc2)n1CC1CCCO1)N1CCCCC1 (centres undefined)
    -1% | ? | ? | -1% | 7% | 2%
- CN(Cc1nc(Cc2cccc(F)c2)no1)CC1COCCO1 (centres undefined)
    -8% | -10% | 49%[activator] | -11% | 13% | -8%
- CC(C)(C)c1ccc(C(=O)N2CCCN(c3ccc([N+](=O)[O-])cn3)CC2)cc1
    5% | ? | 12µM* | 4% | ? | 9%
- O=C(c1ccc(F)cc1)C1CCN(C(=S)NCC2CCCO2)CC1 (centres undefined)
    1% | 4% | ? | -3% | -25% | 0%
- Nc1ccc(C(=O)NCC2(c3ccccc3)CCCC2)cc1
    -1% | ? | 21% | 5% | 11% | 6%
- CS(=O)(=O)c1ccccc1C(=O)NCCC(c1ccccc1)c1ccccc1
    1% | -21% | -15% | -2% | -28% | -1%

Next part (four carried over from the part before).
Below each SMILES – LmPK inh | Pf growth 48h | Pf growth 96h | TbPYK inhibitor | HCV inhibitor | Sm TGR inh
- CC(C)(C)c1ccc(C(=O)N2CCCN(c3ccc([N+](=O)[O-])cn3)CC2)cc1
    5% | ? | 12µM* | 4% | ? | 9%
- O=C(c1ccc(F)cc1)C1CCN(C(=S)NCC2CCCO2)CC1 (centres undefined)
    1% | 4% | ? | -3% | -25% | 0%
- Nc1ccc(C(=O)NCC2(c3ccccc3)CCCC2)cc1
    -1% | ? | 21% | 5% | 11% | 6%
- CS(=O)(=O)c1ccccc1C(=O)NCCC(c1ccccc1)c1ccccc1
    1% | -21% | -15% | -2% | -28% | -1%
- CCOc1cc(C(N)=O)cc(Cl)c1OCC
    0% | 10% | ? | -3% | -3% | 14%
- Cc1cc(C)n(C(=O)c2ccccc2[N+](=O)[O-])n1
    1% | 3% | ? | -7% | 1% | -2%
- COC(=O)c1ccc(CSc2nnc(-c3c[nH]c4ccccc34)n2C)o1
    14% | . | ? | -16% | 12% | -1%
- NC(=O)c1sc(=S)n(-c2ccc(Br)cc2)c1N
    -1% | . | -12% | -8% | -2% | -7%
- Cc1ccc(NC(=O)CCOc2ccccc2)cc1
    0% | 85%[activator] | -13% | 6%&-4% | -7% | ?
- COc1cc(/C=N/NC(=O)CCN2CCN(Cc3ccccc3)CC2)cc(OC)c1OC
    4% | ? | ? | -7% | -34% | 8%
- Cc1ccc(-c2ccc(S(=O)(=O)N3CCCC3)cc2)cc1
    4% | -15%[5.75 µM] | 31%[activator] | 5% | 16% | 7%
- COc1ccc(NS(=O)(=O)c2cc(NC(=O)c3cnccn3)ccc2N2CCCC2)cc1
    2% | ? | 0% | -14% | ? | -12%
- Cn1c(=O)c2ccccc2n(Cc2ccccc2Cl)c1=O
    -3% | ? | -22% | 1% | -59% | -6%
- COc1ccccc1OCC(=O)OCC(=O)Nc1ncc(Cl)cc1Cl
    10% | 7% | 53%[activator] | 2% | 1% | 9%
- CO/N=C(\CCC(=O)O)c1cccs1
    2% | -1% | 15% | 3% | 7% | 0%
- O=c1c2ccccc2nc(/C=C/c2ccc(O)c(O)c2)n1-c1ccccc1
    ? | ? | -22% | -8% | -16% | -28%
- COc1ccc(CCNC(=O)c2ccc3nc[nH]c3c2)cc1
    -7% | 4% | 27% | -1% | -2% | 35%
- CC1CN(C(=O)COc2ccc3ccccc3c2Br)CC(C)O1 (centres undefined)
    0% | 5% | ? | -9% | ? | 1%
- CC1CC(C)(C)NC(=S)N1CCC(=O)N1CCN(Cc2ccccc2)CC1 (centres undefined)
    -2% | 9% | 7% | -4% | 12% | 4%
